# MT1-MMP act inh – inhibitors of human MT1-MMP activation; P50281; HT1080 RFP-PRO-GFP cells, GFP/RFP ratio fluorescence, overnight; percent of plate control window, DMSO zero; GFP/RFP ratio change, % at 20 µM; 360,000 compounds, 0.061% hits; AID 651647;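 active = GFP/RFP ratio change of at least 30% with cell ATP level not reduced by more than half and red fluorescence within 50% of control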; also: strong numbers were not always called active
#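 Test system: HT1080 RFP-PRO-GFP cells; Benchmarks: DMSO and RFP-L50D-GFP cell wells; Timing: cells overnight before dosing, compound overnight, 37 °C, 5% CO2; Compound: one 20 µM compound dose with 1% DMSO; Read-out: GFP/RFP fluorescence ratio.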
# Rin1-Abl PPI inh – human Rin1-Abl interaction inhibition; inhibition, % at 7.35 µM; TR-FRET Rin1/Abl binding, biochemical; 360,000 compounds, 0.4% hits; in the data active = inhibition above about 5%, passing the limit was not always enough
# FAS-TE inh – inhibitors of human fatty acid synthase thioesterase domain; inhibition, % at 15 µM; AID 602261; 360,000 compounds, 0.67% hits; recombinant FAS-TE, OMFH fluorogenic substrate, fluorescence endpoint; P49327;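 active = compounds whose normalised, plate-corrected inhibition of enzyme fluorescence in the single-dose primary screen is 50% or more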;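 also: 0% = DMSO with enzyme and 100% = substrate without enzyme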
# NRP1-CendR mod – modulators of CendR peptide binding to human neuropilin-1; O14786; FAM-RPARPAR peptide binding to NRP-1, fluorescence polarization; inhibition, % at 25 µM; 360,000 compounds, 0.85% hits; AID 602438;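 active = inhibition or corrected inhibition above about 18%, plus a signal ratio from 0.5 to 1.5, limit read from the data, passing the limit was not always enough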; also: strong numbers were not always called active
# MsrA act – bovine methionine sulfoxide reductase A activation; purified bovine MsrA, absorbance read-out; activation, % at 10.6 µM; 360,000 compounds, 0.3% hits; AID 602163; in the data active = activation above about 7.5%;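 also: 0% = vehicle and 100% = reference activator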
# eLon inh – inhibits E. coli Lon protease. inhibition, % at 7.94 µM. P0A9M0. purified E. coli Lon protease, fluorescence polarization. 360,000 compounds, 0.42% hits; in the data active = inhibition above about 13%, passing the limit was not always enough;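 also: 0% = enzyme with probe and DMSO and 100% = no enzyme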
# PABP1 MLLE inh – inhibitors of microRNA-mediated deadenylation, human PABP1 MLLE binding; GST-MLLE / FITC-PAM2 fluorescence polarization; inhibition, % at 20 µM; AID 588489; P11940; 360,000 compounds, 0.36% hits; in the data active = inhibition above about 35%, passing the limit was not always enough;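 also: plate controls were DMSO wells with GST-MLLE for no effect and wells lacking GST-MLLE protein for full effect; some results filed as inactive read as strong as hits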
# Neddyl block – cullin neddylation inhibition | TR-FRET cullin neddylation, biochemical | P61081+Q13564 | calls only at 25 µM | 360,000 compounds, 0.58% hits | AID 651699; in the data active = inhibition above about 36%
# SKN-1 inh – C. elegans SKN-1 inhibition; AID 624304; 360,000 compounds, 0.49% hits; inhibition, % at 21.8 µM; C. elegans VP596 Pgst-4::GFP/RFP ratio, acrylamide-induced, 24 h;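 active = interference check ratio from 0.5 to 1.5 plus GFP to RFP signal ratio inhibition reaching or exceeding a fixed threshold, cut at about 30% in these data, passing the limit was not always enough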; also: some compounds called inactive have numbers as strong as hits
# Starred values were filed as active, the others as inactive; i = inactive; / = not tested or not shown; + = active, no number. Random draw from the library. About 4% of those tested had a hit in this group.
SMILES,MT1-MMP act inh,Rin1-Abl PPI inh,FAS-TE inh,NRP1-CendR mod,MsrA act,eLon inh,PABP1 MLLE inh,Neddyl block,SKN-1 inh
O=C(NC(Cc1ccccc1)C(=O)O)c1ccco1 (configuration not stated),-2,6,-1,-6,-1,-5,10,i,3
CCOc1ccc(S(=O)(=O)N2CCCC(C(=O)Nc3ccccc3)C2)cc1 (configuration not stated),-13,-1,13,8,-2,1,15,i,-4
O=Cc1ccc(-c2ccc(Cl)cc2Cl)[nH]1,-3,0,5,3,-2,-5,-14,i,6
CCOCCCn1c(SCC(=O)Nc2cccc(S(=O)(=O)NC3=NCCCCC3)c2)nc2ccccc2c1=O,0,1,-2,-9,-2,5,-4,i,9
O=C(NCc1cccs1)[C@@H]1CCCN1S(=O)(=O)c1ccccc1F,0,3,-10,18,-1,-11,16,i,-16
COc1ccc(CN2CCN(Cc3csc(C(C)=O)c3)CC2CCO)c(C)c1C (configuration not stated),3,3,-8,-10,1,-7,-7,i,0
Cc1cccc(SCc2noc(C(=O)NCC3CCCO3)c2C(=O)O)c1 (configuration not stated),2,3,-8,2,-5,-9,-8,i,-6
CCN(CC)CCCNc1nc(-c2ccccc2)nc2ccccc12,-6,1,-9,3,-2,-6,3,i,11
CCN(CC)CCNC(C(=O)Nc1cccc(C(C)=O)c1)c1ccccc1 (configuration not stated),5,0,-19,-4,-6,-9,-17,i,1
O=C(C[n+]1cccc(NC(=O)c2ccccc2)c1)c1cccc([N+](=O)[O-])c1,1,5,10,3,-4,-12,-22,i,3
Cc1c(C)n(CCCN(C)C)c2ncnc(Nc3ccccc3)c12,0,1,-1,3,0,2,3,+,6
CCOC(=O)C1CCCN(C(=O)CCCn2nnnc2CN2CCC(C)CC2)C1 (configuration not stated),1,1,-2,0,-6,6,4,i,3
O=C1CC(C(=O)N2CCN(c3ccccn3)CC2)CN1Cc1ccccc1Cl (configuration not stated),2,0,-4,8,-1,0,2,i,13
CCCNC(=O)COC(=O)/C=C/c1cccc(F)c1,4,-1,-4,4,-1,-6,13,i,-12
O=S(=O)(Cc1ccccc1)Nc1ccc(S(=O)(=O)N2CCCC2)cc1,1,-1,-4,-10,0,6,-8,i,3
C/C(=N\NC(=S)NC(C)C)c1ccc(Cl)s1,-1,-8,9,-9,-5,4,21,i,20
Fc1nc(N2CCCC2)c(F)c(Oc2ccccc2Oc2c(F)c(F)nc(N3CCCC3)c2F)c1F,2,0,10,8,-3,-9,2,/,21
CNC(=O)C1CC(=O)N(CCc2ccccc2)C(=Nc2ccc(OC)cc2)S1 (configuration not stated),0,3,2,2,-10,-2,-25,i,-12
CCOC(=O)C1CCN(C2CCN(Cc3nc(-c4ccccc4)no3)CC2)CC1,6,-1,-6,4,-2,8,1,i,1
CCOC(=O)N=Nc1c2ccccc2c2nc3no[nH]c3nc12,-9,0,87*,11,-9,0,4,i,-4
Cc1ccc(C(=O)Nc2ccccc2C(=O)NC(Cc2c[nH]c3ccccc23)C(=O)O)cc1 (configuration not stated),7,0,-3,6,-4,-10,-9,i,-6
CN(C)S(=O)(=O)c1ccc(Cl)c(NC(=O)COC(=O)/C=C/c2ccco2)c1,-10,-1,7,-16,-2,-8,-28,i,14
CC(C)(C)S(=O)(=O)c1cnc2c(S(=O)(=O)c3ccccc3)cnn2c1N,4,3,-1,-31,1,-3,-5,i,-3
Cc1cc(NC(=O)CSCc2ccccc2C)no1,1,-2,-1,8,0,-5,3,i,0
CC(C)(C)OC(=O)C1C(=O)CC(C)(O)C(C(=O)OC(C)(C)C)C1c1ccco1 (configuration not stated),-6,-1,-3,0,1,4,-9,i,-2

# Some values from the results shown:
# CN(C)S(=O)(=O)c1ccc(Cl)c(NC(=O)COC(=O)/C=C/c2ccco2)c1 in eLon inh shows -8
# Cc1cc(NC(=O)CSCc2ccccc2C)no1 in FAS-TE inh shows -1
# CCOC(=O)N=Nc1c2ccccc2c2nc3no[nH]c3nc12 in MsrA act shows -9
# C/C(=N\NC(=S)NC(C)C)c1ccc(Cl)s1 in Rin1-Abl PPI inh shows -8
# CC(C)(C)S(=O)(=O)c1cnc2c(S(=O)(=O)c3ccccc3)cnn2c1N in FAS-TE inh shows -1
# O=C(NCc1cccs1)[C@@H]1CCCN1S(=O)(=O)c1ccccc1F in SKN-1 inh shows -16

# Just NRP1-CendR mod, for some of the entries so far:
SMILES	NRP1-CendR mod
CNC(=O)C1CC(=O)N(CCc2ccccc2)C(=Nc2ccc(OC)cc2)S1 (configuration not stated)	2
CCOC(=O)C1CCN(C2CCN(Cc3nc(-c4ccccc4)no3)CC2)CC1	4
CCOC(=O)N=Nc1c2ccccc2c2nc3no[nH]c3nc12	11

# Some of the entries above, reformatted:
CCOCCCn1c(SCC(=O)Nc2cccc(S(=O)(=O)NC3=NCCCCC3)c2)nc2ccccc2c1=O
  MT1-MMP act inh: 0
  Rin1-Abl PPI inh: 1
  FAS-TE inh: -2
  NRP1-CendR mod: -9
  MsrA act: -2
  eLon inh: 5
  PABP1 MLLE inh: -4
  Neddyl block: i
  SKN-1 inh: 9
O=C(NCc1cccs1)[C@@H]1CCCN1S(=O)(=O)c1ccccc1F
  MT1-MMP act inh: 0
  Rin1-Abl PPI inh: 3
  FAS-TE inh: -10
  NRP1-CendR mod: 18
  MsrA act: -1
  eLon inh: -11
  PABP1 MLLE inh: 16
  Neddyl block: i
  SKN-1 inh: -16
COc1ccc(CN2CCN(Cc3csc(C(C)=O)c3)CC2CCO)c(C)c1C (configuration not stated)
  MT1-MMP act inh: 3
  Rin1-Abl PPI inh: 3
  FAS-TE inh: -8
  NRP1-CendR mod: -10
  MsrA act: 1
  eLon inh: -7
  PABP1 MLLE inh: -7
  Neddyl block: i
  SKN-1 inh: 0

# (next part)
SMILES,MT1-MMP act inh,Rin1-Abl PPI inh,FAS-TE inh,NRP1-CendR mod,MsrA act,eLon inh,PABP1 MLLE inh,Neddyl block,SKN-1 inh
Cc1cc(=O)[nH]c2c(N=Nc3ccc(O)cc3)c(N)nn12,5,-9,-8,-35,-2,-76,-19,i,3
c1ccc2nc(SCc3cn4ccccc4n3)cnc2c1,-1,1,3,-8,-5,-2,28,i,8
C#CCOCCOCCOCCNc1nc(N2CCN(C(=O)[C@H](CCC(=O)O)n3cc(C(N)CC(C)C)nn3)CC2)nc(N2CCN(C(=O)[C@H](CCC(=O)O)n3cc(C(N)[C@H](C)CC)nn3)CC2)n1 (some centres not stated),0,3,-10,-3,-4,-7,-1,i,-22
CCOc1ccccc1-c1noc(CCC(=O)NC2CCCCC2)n1,-1,4,-2,6,-1,-2,14,i,14
Cc1cc(C)cc(OCC(=O)OCC(=O)NC2CCCCCC2)c1,-3,1,-5,18,2,-11,8,i,-5
CN(CC(=O)Nc1ccc(Cl)cc1F)C1CCS(=O)(=O)C1 (configuration not stated),5,-2,-6,-11,-3,10,-12,i,6
CCOC(=O)C1CCCN(C(=O)c2cc3c(-c4cccc(OC)c4)nn(C)c3s2)C1 (configuration not stated),5,1,18,7,-5,-5,7,i,-23
CCN(CC)CCCNC(=S)N(Cc1cccnc1)Cc1cc2cc(C)ccc2[nH]c1=O,-3,0,-7,6,-5,3,-41,i,-10
NS(=O)(=O)c1ccc(CCNC2CC(=O)N(Cc3ccccc3)C2=O)cc1 (configuration not stated),2,-1,-7,8,-3,0,1,i,11
O=C1C2C3c4ccccc4C(c4ccccc43)C2C(=O)N1Cc1ccco1 (configuration not stated),0,0,1,8,0,20*,10,i,4
O=C(Nc1c(F)c(F)c(F)c(F)c1F)c1ccc(Br)o1,4,-3,-6,-1,-6,-11,-19,i,14
COc1ccc(N(CC(=O)NCCc2ccccc2)C(=O)c2csnn2)cc1OC,3,-2,-4,2,-4,11,22,i,11
Cc1cccc(NC(=O)c2cc(-c3ccco3)nc3ccccc23)n1,6,-6,-3,-45,-1,-8,24,/,14
CNc1c(C(=O)O)ccc2c1C(=O)c1ccccc1C2=O,34*,-13,-2,19,-3,-2,1,i,16
O=[N+]([O-])c1ccc(S(=O)(=O)Nc2nc3ccccc3nc2Nc2ccccc2)cc1,-5,0,4,-13,-2,1,-8,i,-11
COc1cccc(NC(=O)N2CCN(c3nc(-c4cccc(OC)c4)cs3)CC2)c1,-8,-3,30,-2,-4,-1,-10,i,-7
CNC(=S)N/N=C(\C)c1ccc2c(c1)OCO2,-3,-2,-6,-2,-6,0,15,i,-3
O=C(Nc1cccc(O)c1)C1CCCN1C(=O)OCc1ccccc1 (configuration not stated),-2,0,-2,2,-2,18*,3,i,23
CN(C)c1ccc(P(=O)(OCc2ccccc2)C(O)c2ccccc2)cc1 (configuration not stated),2,-4,-4,4,2,7,6,i,-6
O=Cc1ccc(OCC(=O)Nc2ccccc2-c2ccccc2)cc1,-6,3,14,18,-5,0,-2,i,0
CC1=NN(c2ccc(C(=O)O)cc2)C(=O)/C1=C\c1ccc(OC(=O)c2cccs2)cc1,5,11*,0,-105,-4,0,8,i,0
Cn1c(=O)c([N+](=O)[O-])c(Cl)c2ccccc21,10,2,36,-9,-11,2,22,i,-9
O=c1[nH]c(CSc2nnnn2-c2ccc(Cl)cc2)nc2ccccc12,-1,-2,4,-46,-3,-9,-68,i,10
COCCNc1nc(-n2nc(C)cc2C)nc2sc3c(c12)CCCC3,6,-3,-5,-1,-3,9,1,i,6
C/C(=N/NC(=O)c1ccc(Br)o1)c1ccc(C)o1,-1,2,-7,-2,3,-8,-2,i,13

# The results go on:
SMILES,MT1-MMP act inh,Rin1-Abl PPI inh,FAS-TE inh,NRP1-CendR mod,MsrA act,eLon inh,PABP1 MLLE inh,Neddyl block,SKN-1 inh
Nc1nc(-c2ccc([N+](=O)[O-])cc2)cc(=O)[nH]1,0,13*,8,0,3,-6,3,i,5
CCC(C)[C@H](NC(=O)Nc1cccc(OC)c1)C(=O)OC (some centres not stated),-4,-1,-3,9,-7,-1,-1,i,-4
OC[C@H]1O[C@@H](c2nc(-c3ccc(CN4CCOCC4)cc3)no2)[C@H](O)[C@@H](O)[C@H]1O,1,0,-5,12,2,-8,-16,i,9
Cc1nc(SCC(C)C)[nH]c(=O)c1Cc1ccccc1,1,1,-4,0,2,2,8,i,-14
O=C(CCN1CCN(c2ccc([N+](=O)[O-])cc2)CC1)c1ccc(Cl)cc1,-1,3,22,2,-2,-6,14,i,0
COc1ccc(Br)cc1/C=N/NC(=O)C(c1ccncc1)N1CCOCC1 (configuration not stated),-1,4,-7,-6,-4,-6,-1,i,0
Cc1ccc(-c2nnc(Nc3ccc(CC(N)=O)cc3)c3ccccc23)cc1S(=O)(=O)NCCO,-1,4,-4,7,-5,-4,-12,i,4
CCOC(=O)C1CCN(C(c2cc3c(C)ccc(C)c3[nH]c2=O)c2nnnn2C2CCCCC2)CC1 (configuration not stated),-26,-4,0,-48,-1,-18,-41,i,5
